Bioassay records as filed in PubChem.
RGS4 inh – human RGS4 inhibition; Transcreener GDP fluorescence polarization, RGS4-accelerated GTP hydrolysis; Potency, µM (top dose mostly 114 µM), without a hit: at the highest dose activity change, negative = inhibition, most hits filed as inhibitors; actives 0.039% (n = 390,000); further: on the % scale 0 is the no-effect control and ±100 the full control effect; nearly all actives have a fitted effect of over 75% in size; some results filed as inactive show a strong effect at the top dose
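MLSMR compounds (23 nl, pin-transferred) preincubated 10 min at room temperature with a 500nM (2x) first reagent, then RGS4 at 900nM (2x) plus Transcreener GDP mix added; fluorescence polarization (620/688 nm) read before and after 90 min at 30 °C.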
mIDH1 inhibitor – inhibitors of human mutant IDH1 R132H; O75874; IDH1-R132H enzyme, NADPH consumption, diaphorase/resazurin fluorescence; Potency, µM (top dose mostly 76.6 µM), without a hit: at the highest dose activity change, negative = inhibition, hits mostly inhibitors; actives 0.093% (n = 390,000); AID 602179; further: on the % scale 0 is the no-effect control and ±100 the full control effect; nearly all actives have a fitted effect of over 65% in size
Target sequence (O75874 whole entry R132H, stated change not applied): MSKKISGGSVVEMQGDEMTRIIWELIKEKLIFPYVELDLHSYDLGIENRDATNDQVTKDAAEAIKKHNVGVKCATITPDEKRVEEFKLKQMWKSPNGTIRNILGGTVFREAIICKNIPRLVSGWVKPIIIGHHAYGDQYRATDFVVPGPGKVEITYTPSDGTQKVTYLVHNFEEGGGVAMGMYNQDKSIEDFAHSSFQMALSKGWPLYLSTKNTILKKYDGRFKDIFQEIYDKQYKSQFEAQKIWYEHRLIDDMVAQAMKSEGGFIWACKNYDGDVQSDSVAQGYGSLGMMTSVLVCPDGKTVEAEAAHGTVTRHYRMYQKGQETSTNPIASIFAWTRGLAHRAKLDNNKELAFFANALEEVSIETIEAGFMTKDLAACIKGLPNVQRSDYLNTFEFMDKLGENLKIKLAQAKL
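IDH1-R132H (0.5 ug/mL) preincubated 30 min with compound, then NADPH (0.016 mM) and alpha-KG (2 mM) added; 80 min at RT, pH 7.5. Remaining NADPH coupled via diaphorase/resazurin to fluorescence (540/590 nm); concentration-response curves normalized to no-enzyme control.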
TrxR1 substrate – is turned over as a substrate by rat TrxR1 | O89049 | purified TrxR1 substrate turnover, NADPH consumption readout | Potency, µM (top dose mostly 114 µM), for inactives: top-dose activity change, negative = substrate turnover | actives 0.01% (n = 390,000) | AID 588456; further: on the % scale 0 is the no-effect control and ±100 the full control effect; nearly all actives have a fitted effect of over 50% in size
Target sequence (O89049 whole entry, looked up): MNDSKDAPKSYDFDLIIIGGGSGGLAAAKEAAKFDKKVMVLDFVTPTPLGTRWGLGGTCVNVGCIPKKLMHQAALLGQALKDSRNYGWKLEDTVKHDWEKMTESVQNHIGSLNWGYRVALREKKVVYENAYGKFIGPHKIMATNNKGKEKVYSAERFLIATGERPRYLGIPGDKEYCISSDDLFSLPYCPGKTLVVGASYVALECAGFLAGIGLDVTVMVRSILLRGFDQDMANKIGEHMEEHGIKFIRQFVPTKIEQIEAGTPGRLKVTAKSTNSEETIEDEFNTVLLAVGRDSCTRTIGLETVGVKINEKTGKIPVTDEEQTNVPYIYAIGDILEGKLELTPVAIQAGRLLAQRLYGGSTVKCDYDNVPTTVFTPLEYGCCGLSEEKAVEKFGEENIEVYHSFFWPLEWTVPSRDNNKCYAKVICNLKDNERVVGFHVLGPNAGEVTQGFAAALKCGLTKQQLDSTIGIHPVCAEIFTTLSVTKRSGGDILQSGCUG
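Rat TrxR1, dispensed at 90 nM, was prereduced with 400 uM NADPH (final) for 5 min at ~22 deg C, then incubated with compound 15 min before 400 uM selenite. A first-read NADPH fluorescence drop versus no-compound background flagged substrates.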
rTrxR1 inhibitor – blocks rat thioredoxin reductase 1 | actives 1% (n = 390,000) | Potency, µM (doses to about 114 µM), for the others: at the top dose activity change, negative = inhibition, actives largely listed as inhibitors | recombinant rTrxR1, NADPH fluorescence consumption, selenite substrate; further: on the % scale 0 is the no-effect control and ±100 the full control effect; nearly all actives have a fitted effect of over 65% in size
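Rat TrxR1 (90 nM in the dispensed reagent) was pre-reduced with 400 uM NADPH for 5 min at room temperature, then incubated with compound for 15 min. After 400 uM selenite was added, NADPH fluorescence (Ex 340/Em 450 nm) was followed for 8 min.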
Vif-APOBEC3F blk – Vif-A3F binding inhibition. actives 0.2% (n = 390,000). Potency, µM (top dose mostly 46.1 µM), for the others: at the top dose activity, negative = active. HeLa A3F-eYFP + Vif (tagged APOBEC3F with the HIV-1 protein that degrades it), YFP fluorescence increase. AID 602313; further: % of control where 0% means no effect; nearly all actives have a fitted effect of over 65% in size
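HeLa cells stably expressing Vif plus C-terminally eYFP-tagged A3F were seeded, incubated overnight at 37 deg C, dosed with compound, incubated overnight again at 37 deg C. Yellow fluorescence (Ex 488/Em 500-530) reported blocked Vif-mediated A3F-eYFP degradation.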
RXFP1 agonist – agonists of human relaxin receptor RXFP1 | Q9HBX9 | Potency, µM (series often up to 57.5 µM), for the others: top-dose activation, most hits filed as activators | HEK293T-RXFP1 cAMP TR-FRET, 30 min; response scale: percent of porcine relaxin response, buffer zero | actives 0.3% (n = 370,000); further: on the % scale 0 is the no-effect control and ±100 the full control effect; nearly all actives have a fitted effect of over 60% in size; many of its hits are not listed in these tables
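HEK293 cells stably expressing RXFP1, treated 30 min at 37C with compounds plus PDE4 inhibitor Ro 20174; cAMP measured by HTRF TR-FRET. Normalized to buffer and 29 nM porcine relaxin; EC50 by Hill fit.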
USP1-UAF1 inh – USP1/UAF1 (human) deubiquitinase inhibition | O94782 | recombinant USP1/UAF1, Ub-Rhodamine cleavage fluorescence | Potency, µM (top dose mostly 57.1 µM), inactives show at the highest dose activity change, negative = inhibition, hits mostly inhibitors | actives 0.23% (n = 390,000); further: on the % scale 0 is the no-effect control and ±100 the full control effect; nearly all actives have a fitted effect of over 60% in size; inactives centre near -12
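1 nM enzyme complex + cpd, 15 min RT; start with Ub-Rho 150nM final; kinetic fluorescence ex 480/em 540, 6 reads q60 s. Buffer 50mM HEPES pH 7.8, 0.5mM EDTA, 0.1 mg/ml BSA, 1mM TCEP, 0.01% Tween-20.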
ALOX12 inh – blocks human arachidonate 12S-lipoxygenase; purified 12hLO, xylenol orange hydroperoxide absorbance; P18054; actives 1.1% (n = 580,000); Potency, µM (top dose mostly 108 µM), for inactives: at the top dose activity change, negative = inhibition, hits mostly inhibitors; further: on the % scale 0 is the no-effect control and ±100 the full control effect
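Purified human 12hLO (150 nM final) in 25 mM Hepes, 0.01% Triton X-100, pH 7.0 was preincubated 15 min at room temperature with compound. Then 40 uM arachidonic acid was added, 30 min. Hydroperoxide was read by Fe-XO absorbance ratio 573/405 nm.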
Vif-APOBEC3G blk – inhibitors of Vif-APOBEC3G interaction; Q9HC16; HeLa A3G-eYFP + Vif (tagged APOBEC3G with the HIV-1 protein that degrades it), YFP fluorescence, overnight; Potency, µM (series often up to 46.1 µM), for the others: top-dose activity, negative = active, hits mostly inhibitors; actives 0.076% (n = 410,000);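 further: on the % scale 0 is the no-effect control and ±100 the full control effect; nearly all actives have a fitted effect of over 60% in size; hits raise eYFP signal because A3G escapes Vif-driven loss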
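Read-out is eYFP fluorescence (Ex 488/Em 500-530) from Vif-expressing HeLa A3G-eYFP cells; more signal means A3G escaped Vif-mediated degradation. Cells plated overnight, compound pinned in, incubated overnight at 37 deg C.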
Numbers without * were called inactive; ? = inconclusive; / = no result given; & = joins results of further samples; [ ] = dose if it differs, or a comment. The call rests on the fitted dose curve; in most records, active means well fitted curve in the direction sought with a large enough effect; inconclusive means small, poorly fitted or top-dose-only effect, or another doubt; inactive means no such curve, though single readings can be large; an effect the other way counts as inactive or inconclusive. Potency means the concentration at half of the fitted maximal effect. A portion of the library; the hit share may differ from the screen's.

SMILES	RGS4 inh	mIDH1 inhibitor	TrxR1 substrate	rTrxR1 inhibitor	Vif-APOBEC3F blk	RXFP1 agonist	USP1-UAF1 inh	ALOX12 inh	Vif-APOBEC3G blk
C[C@@H](NC(=O)c1nc[nH]c1C(=O)NCc1ccccc1)c1ccccc1	-6%	-10%	-1%	10%	0%	0.2%	-20%	0%	-4%
C=C(C)Cc1c(C)nc(-c2ccccc2)[nH]c1=O	-1%	3%	1%	8%	5%	1.3%	-14%	-17%	0%
COc1cc2c(cc1OC)C(c1c(Cl)cccc1Cl)NC(=O)C2 (stereo not given)	-8%	-8%	2%	15%	0%	0.1%	-20%	-6%	-1%
CC(C)N(C(=O)CSc1nc2ccccc2n1Cc1ccccc1)C(C)C	-20%	5%	6%[57.1 µM]	16%[57.1 µM]	0%	1.8%	-17%	9%	3%
Cc1ccc(S(=O)(=O)CC2CSc3nc4ccccc4n32)cc1 (stereo not given)	-3%	2%	-3%	-8%	-14%	-0.7%	-2%	3%	0%
CC(C)N(C(=O)[C@H]1C[C@H](CC(=O)NCCC2=CCCCC2)C(=O)N2CCc3c([nH]c4cc(-c5ccco5)ccc34)[C@]12C)C(C)C	-30%	-4%[38.3 µM]	15%	35%	-1%	/	-23%	-36%	-2%
O=C(Nc1cccc(C(=O)N2CCOCC2)c1)C1CCCC1	-1%	-11%	-6%	4%	-2%	/	-18%	30%	1%
COc1ccc(CCNC(=O)COc2ccc(-c3ccc(C)cc3)cc2)cc1OC	-6%	0%	14%	30%	-2%	3.0%	-12%	-5%	1%
CC(=O)Nc1ccc(C(=O)NC2CCSc3ccccc32)cc1 (stereo not given)	-8%	-1%	-4%	-8%	1%	0.5%	-31%	8%	-3%
Cn1cc(S(=O)(=O)Nc2cccc3ccccc23)c(=O)n(C)c1=O	17%	-3%	1%	5%	0%	-0.5%	4%	/	0%
O=C1COc2ccc(-c3cc(-c4ccccc4)c4c(n3)-c3cc(Cl)ccc3OC4)cc2N1	-6%	-3%	1%	9%	-2%	-0.4%	-8%	-1%	-3%
COCC(=O)N(CCc1ccccc1)Cc1cc2cc(C)ccc2nc1Cl	15%	3%	0%	9%	1%	9.6%	-12%	1%	-1%
COc1ccc(CCn2c(=N)c(C(=O)NCC3CCCO3)cc3c(=O)n4ccccc4nc32)cc1 (stereo not given)	30%	7%	21%	9%	4%	28%	1%	?	8%
CCCCNS(=O)(=O)c1ccc(NC(=O)C(Sc2ccccc2)c2ccccc2)cc1 (stereo not given)	-5%	1%	-14%	-5%	-8%	0.2%	2%	-20%	-2%
Cc1c(Cl)cccc1-n1nnnc1-c1cccs1	0%	-1%	2%[57.1 µM]	1%[57.1 µM]	3%	0.3%	-6%	-23%	1%
CCOc1cc(/C=N\Nc2ncc(F)c(N3CCOCC3)n2)ccc1Oc1nc(Cl)ncc1F	-12%	-7%	4%[57.1 µM]	0%[57.1 µM]	14%	-1.1%	-14%	182%[activator]	-2%
O=C1CCCN1CCCNCCCn1cnc2c(OCc3ccccc3)ncnc21	7%	1%[38.3 µM]	6%	-12%	-2%	/	-26%	-21%	3%
Cn1c(=O)oc2cc(S(=O)(=O)NCc3ccco3)ccc21	-5%	-9%	2%[57.1 µM]	-1%[57.1 µM]	-1%	-0.9%	5%	10%	2%
Cc1nc2ccccc2n1CC(O)Cn1c2ccccc2c2ccccc21 (stereo not given)	4%	-4%	6%[57.1 µM]	1%	0%	-0.3%	-3%	5%	-5%
CSc1nnc2n(-c3ccc(C)cc3)c(=O)c3c4c(sc3n12)COC(C(C)C)C4 (stereo not given)	-16%	0%	9%	10%	3%	1.6%	-13%	0%&34%	2%
O=c1cc(-c2ccccc2)n2c(SCc3c(F)cccc3Cl)nnc2[nH]1	-18%	-10%	3%[57.1 µM]	12%[57.1 µM]	-6%	3.1%	-18%	3%	-3%
Cc1nn(Cc2ccccc2)c(C)c1NC(=O)CCCn1nc([N+](=O)[O-])c(Cl)c1C	27%	4%	-13%	-15%	-19%	0.5%	-2%	-4%	-4%
CCC(C)(C)NC(=O)C(c1cccn1C)N(C(=O)Cn1nnc2ccccc21)c1ccc(OC)cc1OC (stereo not given)	-28%	4%	-7%	-4%	/	0.5%	-8%	0%	1%
CCOC(=O)C(=O)N/N=C(/c1ccccc1)c1ccc(OC)cc1	-12%	9%	-11%	13%[11.4 µM]	-9%	2.0%	4%	174%[activator]	-2%
CC(NC(=O)COC(=O)CSCc1ccccc1)c1ccccc1 (stereo not given)	-13%	4%	3%	20%[57.1 µM]	1%	-0.6%	-13%	-46%	-1%
CCOc1ccc2c(c1)c(C(C)=O)c(C)n2-c1ccccc1	25%	10%	5%	8%	-4%	3.7%	-23%	-1%&-7%	2%
O=C1NCCCCC1NS(=O)(=O)c1ccc(Cl)cc1 (stereo not given)	-13%	2%	-4%	20%	-4%	1.9%	-15%	/	0%
CCOc1ccccc1NC(=O)Nc1ccc(Br)cn1	9%	0%	-6%	8%	-11%	0.5%	-20%	-10%	-2%
COc1cc(/C=C2\COC/C(=C\c3ccc(O)c(OC)c3)C2=O)ccc1O	-48%	-4%	-9%	-21%	0%	0.8%	-22%	?	?
CC(Nc1ccc(Cl)cc1)c1cc(Cl)ccc1O (stereo not given)	-2%	0%	5%	11%[57.1 µM]	-22%	-1.8%	-16%	?	-8%
O=C1CCCC2=C1C1c3ccccc3C(=O)N1c1ccc(C(=O)c3ccccc3)cc1N2 (stereo not given)	8%	-6%	-12%	-12%	-16%	-1.5%	-8%	2%	-25%
Cc1c(C(=O)N2CCc3ccccc3C2)oc2ccc(S(=O)(=O)N3CC(C)CC(C)C3)cc12 (stereo not given)	-1%	4%	-4%	-14%	2%	-0.2%	-9%	-9%	1%
CCOC(=O)c1cc2c(=O)n3ccccc3nc2n(CCOC)c1=NC(=O)C(C)(C)Oc1ccc(Cl)cc1	-7%	-9%	6%	14%	-4%	-0.9%	-23%	-21%	-6%
O=C(NCCOc1ccc(Cl)cc1)c1ccc2ccccc2n1	-6%	0%	-4%	9%[57.1 µM]	?	-2.2%	-13%	0%	2%
CCOCCSc1c(C)cnc2c1c(=O)n(C)c(=O)n2C	-1%	-26%	-2%[57.1 µM]	-2%[57.1 µM]	-2%	11%	-5%	-14%	7%
O=C(c1ccccc1F)N1CCC(c2nc3c(nnn3Cc3cccc(F)c3)c(=O)[nH]2)CC1	16%	8%	8%	16%	0%	-0.7%	?	-7%	-3%
CCOC(=O)c1c(NC(=O)c2cc(=O)c3c(C)cc(C)cc3o2)sc(C)c1C	-8%	3%	201%[activator]	70%[activator]	-2%	0.1%	-2%	-17%	0%
Cc1cc(N)n(-c2ccc(C(=O)O)cc2)n1	1%	5%	3%	21%[57.1 µM]	-2%	2.8%	3%	?	0%
O=C(Nc1ccon1)c1nc[nH]c1C(=O)N1CCc2ccccc2C1	9%	-2%	8%[57.1 µM]	7%[57.1 µM]	1%	-1.0%	-11%	-2%	4%
Cc1ccc(S(=O)(=O)Nc2nc(C)c(C(=O)N/N=C/c3ccccc3)s2)cc1	-2%	22%	-12%	-23%	5%	0.6%	-21%	-28%	-4%

Structures above that have fluorine:
SMILES	RGS4 inh	mIDH1 inhibitor	TrxR1 substrate	rTrxR1 inhibitor	Vif-APOBEC3F blk	RXFP1 agonist	USP1-UAF1 inh	ALOX12 inh	Vif-APOBEC3G blk
CCOc1cc(/C=N\Nc2ncc(F)c(N3CCOCC3)n2)ccc1Oc1nc(Cl)ncc1F	-12%	-7%	4%[57.1 µM]	0%[57.1 µM]	14%	-1.1%	-14%	182%[activator]	-2%
O=c1cc(-c2ccccc2)n2c(SCc3c(F)cccc3Cl)nnc2[nH]1	-18%	-10%	3%[57.1 µM]	12%[57.1 µM]	-6%	3.1%	-18%	3%	-3%
O=C(c1ccccc1F)N1CCC(c2nc3c(nnn3Cc3cccc(F)c3)c(=O)[nH]2)CC1	16%	8%	8%	16%	0%	-0.7%	?	-7%	-3%

Further entries
SMILES	RGS4 inh	mIDH1 inhibitor	TrxR1 substrate	rTrxR1 inhibitor	Vif-APOBEC3F blk	RXFP1 agonist	USP1-UAF1 inh	ALOX12 inh	Vif-APOBEC3G blk
COc1ccc(NC(=O)CN(C)C(=O)c2cccc3ccccc23)cc1	-4%	7%	2%	0%	0%	2.1%	-5%	5%	1%
Cc1ccc(NC(=O)C2=NNC(=O)CC2)cc1F	0%	2%	2%[57.1 µM]	20%[57.1 µM]	-26%	-2.3%	5%	?	-3%
CCSc1nnc(N(CCC#N)CCC#N)s1	-17%	1%	3%	4%	1%	1.0%	-14%	41%[activator]	1%
O=C1NC(=S)NC1=Cc1ccccc1O	-11%	0%	3%[57.1 µM]	4%[2.29 µM]	?	/	-25%	?	-5%
O=c1c2[nH]cnc2n(-c2cccc(F)c2)c(=O)n1Cc1ccccc1	-20%	3%	-2%	3%	12%	6.5%	-23%	0%	-10%
O=c1[nH]c(N2CCN(c3ccccc3)CC2)nc2c1CCCC2	-20%	1%	-3%	-6%	2%	0.8%	-7%	-6%&141%	2%
CCN1CCN(Cc2ccc(NC(=O)c3ccc(C)c(NC(=O)c4ccnnc4)c3)cc2C(F)(F)F)CC1	12%	-10%	2%	10%	2%	-1.0%	14%	?	0%
